High-throughput results: PubChem, several laboratories
TLR9-MyD88 inh – inhibitors of TLR9-MyD88 association in cells, primary screen, cell-based, CHO, BLA complementation, fluorescence. Toll-like receptor 9 (Homo sapiens) + Myeloid differentiation primary response protein …. CCF4 FRET ratio. inhibition, % at 4.98 µM. 340,000 tested, 0.21% active;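 active = inhibition above the mean over all tested compounds plus 3 SD, cut at about 21% in these data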;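 note: 0% = DMSO only wells and 100% = clavulanate BLA inhibitor control wells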
ABCB6 inh MLPCN – ABCB6 transporter inhibitors, primary screen, K562-ABCB6 cells, flow cytometry, MLPCN library | ATP-binding cassette sub-family B member 6 (Homo sapiens), Q9NP58 | AID 602162, 2011 | fluorescence ratio to DMSO, % at 10 µM | K562-ABCB6 porphyrin accumulation, 1 h; active compounds read low | 360,000 tested, 0.19% active;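 active = fluorescence ratio to DMSO below 75%, the collection mean minus 3 SD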;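 note: signal is porphyrin accumulated inside mitochondria; 100% equals median channel fluorescence of DMSO control wells; lower ratio means ABCB6 inhibition with less porphyrin fluorescence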
Target sequence (Q9NP58 whole entry, looked up): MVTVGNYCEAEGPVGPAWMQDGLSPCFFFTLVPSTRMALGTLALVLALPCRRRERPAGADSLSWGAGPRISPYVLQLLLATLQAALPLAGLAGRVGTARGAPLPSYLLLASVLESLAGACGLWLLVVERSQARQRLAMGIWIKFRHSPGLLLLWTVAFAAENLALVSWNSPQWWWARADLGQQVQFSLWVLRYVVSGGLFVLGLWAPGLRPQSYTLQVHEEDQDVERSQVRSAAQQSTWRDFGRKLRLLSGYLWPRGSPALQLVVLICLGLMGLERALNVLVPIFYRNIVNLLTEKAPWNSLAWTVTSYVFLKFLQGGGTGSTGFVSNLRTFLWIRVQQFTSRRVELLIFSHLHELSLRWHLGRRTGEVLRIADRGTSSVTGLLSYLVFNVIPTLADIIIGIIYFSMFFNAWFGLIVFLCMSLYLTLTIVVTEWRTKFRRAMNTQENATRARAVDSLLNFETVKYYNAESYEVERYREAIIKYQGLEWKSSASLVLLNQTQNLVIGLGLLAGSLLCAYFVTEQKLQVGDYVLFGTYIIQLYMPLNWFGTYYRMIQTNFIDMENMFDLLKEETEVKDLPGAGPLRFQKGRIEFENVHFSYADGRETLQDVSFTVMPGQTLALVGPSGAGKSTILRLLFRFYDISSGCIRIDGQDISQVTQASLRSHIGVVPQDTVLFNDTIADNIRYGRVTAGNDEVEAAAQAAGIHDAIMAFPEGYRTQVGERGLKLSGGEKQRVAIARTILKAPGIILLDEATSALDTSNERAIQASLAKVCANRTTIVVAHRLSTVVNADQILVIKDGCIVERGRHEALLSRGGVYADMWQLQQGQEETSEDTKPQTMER
H9c2 protect – cardioprotection against H2O2-induced cell death, primary screen, uHTS, H9c2 cells, ATPLite luminescence | 360,000 tested, 0.63% active | H9c2 cardiomyocytes, H2O2 injury protection, 2 h | protection from H2O2 cell death, % at 20 µM;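 active = compounds giving at least 50% protection of heart cells from peroxide-induced death in the single-dose screen, raw or plate-pattern-corrected value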;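 note: 0% = DMSO wells with peroxide and 100% = DMSO wells without peroxide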
N-glyco inh – increase of ERlucT glycosylation luciferase signal, primary screen, N-linked glycosylation inhibitor project, D54 ERlucT cells, luminescence, set 2; D54 ERlucT glycosylation luciferase reporter, 24 h; percent of 100 nM tunicamycin response; reporter increase, % at 12.5 µM; 360,000 tested, 0.23% active; AID 588692, 2011;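 active = mean luciferase reporter signal, scaled so untreated is 0 and the glycosylation-blocking control 100, at or above a set limit in every replicate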;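 note: luciferase carries N-glycosylation sites so blocking glycosylation raises the light; 0% = median of neutral control wells and 100% = median of 100 nM tunicamycin wells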
NOD2-RIPK2 inh – NOD2-RIPK2 binding disruptors in cells, primary screen, fluorescence, CHO cells, BLA complementation. Receptor-interacting serine/threonine-protein kinase 2 (Homo sapiens), O43353. CCF4 ratio. inhibition, % at 4.98 µM. 360,000 tested, 0.38% active. AID 624267, 2012; in the data active = inhibition above about 21%;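 note: 0% = vehicle only and 100% = reference blocker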
MC4R barr agon – MC4R agonists recruiting beta-arrestin, primary screen, cell-based, luminescence, agonist arm of biased-ligand search; Melanocortin receptor 4 (Homo sapiens), P32245; U2OS MC4R beta-arrestin complementation; percent of melanotan II response, DMSO zero; activation, % at 8.9 µM; 360,000 tested, 0.98% active;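 active = activation above a per-plate cutoff, the mean activation of sample wells on that plate plus 3 SD, cut at about 8% in these data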
SRC2 inh – inhibition of GAL4-SRC2 driven luciferase reporter, primary screen, SRC2 inhibitor project, cell-based, luminescence | Nuclear receptor coactivator 2 (Homo sapiens), Q15596 | HEK293 GAL4-SRC2 luciferase reporter | inhibition, % at 9 µM | 370,000 tested, 0.17% active;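 active = inhibition above the mean inhibition of all tested compounds plus 3 SD, set per campaign, cut at about 52% in these data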;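 note: 0% = DMSO treated cells and 100% = cells given Gossypol at 36 µM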
ABHD5-PLIN5 inh – ABHD5-PLIN5 interaction inhibitors, primary screen, cell lysate, split luciferase complementation, luminescence; Split G. princeps luciferase complementation, 4 h; inhibition, % at 4 µM; Perilipin-5 (Homo sapiens) + 1-acylglycerol-3-phosphate O-acyltransferase ABHD5 (Homo …; 360,000 tested, 0.78% active;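 active = inhibition above the mean inhibition across every tested compound plus 3 SD, cut at about 22% in these data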;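 note: 0% = DMSO only wells and the 100% control is not disclosed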
HTR2A ag – mouse Htr2a agonists via beta-arrestin recruitment, primary screen, cell-based, luminescence; CHO-K1 mHTR2A beta-arrestin complementation; percent of 30 µM serotonin response; activation, % at 7.6 µM; 360,000 tested, 0.66% active;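 active = activation above a run cutoff, the mean activation of all tested compounds plus 3 SD, cut at about 14% in these data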;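 note: 0% = plate median of compound wells and 100% = 30 µM serotonin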
MC4R antagonist – MC4R antagonists of cAMP signaling, primary screen, cell-based, TR-FRET, antagonist arm of biased-ligand search | Melanocortin receptor 4 (Homo sapiens), P32245 | MC4R-expressing cells, MTII-stimulated cAMP, LANCE TR-FRET | inhibition, % at 6.5 µM | 360,000 tested, 0.48% active;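 active = inhibition above its plate's cutoff, the mean of tested wells on that plate plus 3 SD, cut at about 29% in these data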;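 note: 0% = Melanotan II alone and 100% = Melanotan II plus saturating MCL0020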
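Assay system: human MC4R-expressing U2OS cells; reagent: Melanotan II stimulation of cells; dosing: 6.5 µM single dose; timing: compound 30 min, challenge 1 h, detection 1 h; signal: TR-FRET cAMP assay; replicates: one well per compound, no replicates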
* hit, by the source's call; · = no result given. Not all compounds are listed (hit frequency here may not be typical).

SMILES	TLR9-MyD88 inh	ABCB6 inh MLPCN	H9c2 protect	N-glyco inh	NOD2-RIPK2 inh	MC4R barr agon	SRC2 inh	ABHD5-PLIN5 inh	HTR2A ag	MC4R antagonist
Cc1nn(C2CCS(=O)(=O)C2)c(C)c1CN(C)C(=O)c1ccc(S(=O)(=O)N(C)C)cc1 (stereo not given)	-2	92	10	0	10	0.0	-35	8	5	9
COc1cccc(N=Nc2c(N)[nH]n3c(=O)c4c(nc23)CCCC4)c1	·	108	24	6	-5	-0.1	5	-6	0	8
c1cc(CN2CCN(C3CCCCCC3)CC2)ccn1	1	97	4	1	-5	-3.2	12	-3	-1	3
COc1ccc(/C=N/Nc2nc(C)nc(N)n2)cc1	3	98	2	1	-3	-0.5	-6	-4	-4	-1
COc1ccc(S(=O)(=O)Nc2ccc(F)c(Cl)c2)cc1OC	2	92	-5	-4	-2	0.8	-7	5	5	2
O=C(NCc1cccnc1)c1cc(-c2ccco2)on1	10	86	-4	4	-5	0.9	·	8	3	7
COC(=O)c1ccc(NC(=O)CCN2CCN(Cc3ccccc3)CC2)cc1	-10	102	-3	1	-3	0.6	-12	2	-3	3
COc1ccc(-c2cc(-c3ccccc3)c(C#N)c(SCC(=O)O)n2)cc1	3	97	2	0	2	0.2	-3	1	8	9
CCOc1ccc(OCC(=O)OCC(=O)N2CCN(C(=O)c3ccco3)CC2)cc1	5	103	7	2	-8	3.6	-4	1	7	2
CCC(=O)N/C(=N/c1nc(C)cc(C)n1)Nc1cccc(OC)c1	-1	96	26	3	-2	-0.8	16	2	1	-1
Cc1ccc(NC(=S)NC(=O)c2ccc(Br)o2)c(C)c1	4	93	-11	-1	-3	-2.5	-24	-6	0	-3
CCc1cc2c(C)ccc(C)c2nc1SCC(=O)Nc1c(C)[nH]c(=O)[nH]c1=O	1	102	8	-1	-1	0.3	14	4	-3	-4

Look-ups from above.
COc1cccc(N=Nc2c(N)[nH]n3c(=O)c4c(nc23)CCCC4)c1 – NOD2-RIPK2 inh = -5
c1cc(CN2CCN(C3CCCCCC3)CC2)ccn1 – N-glyco inh = 1

Other records:
SMILES	TLR9-MyD88 inh	ABCB6 inh MLPCN	H9c2 protect	N-glyco inh	NOD2-RIPK2 inh	MC4R barr agon	SRC2 inh	ABHD5-PLIN5 inh	HTR2A ag	MC4R antagonist
CCOC(=O)C(=CNNc1cccc(Cl)c1)C(=O)OCC	-3	104	2	-2	-12	-0.7	-3	-5	-3	16
CC1CCCC(C)N1CCCNC(=O)CCn1c(=O)c2cccn2c2cccnc21 (stereo not given)	0	99	10	4	-4	-2.7	-23	1	-7	2
O=C(COC(=O)c1ccc2c(c1)C(=O)N(Cc1ccco1)C2=O)NCC(F)(F)F	3	93	7	2	-5	0.3	14	-6	-2	1
COc1ccc(CCNCC(O)COc2ccc(OC)cc2C(C)(C)C)cc1 (stereo not given)	0	112	-3	-4	-10	8.2	-10	5	-9	1
CC(=O)c1c(C(C)=O)c(C)n(-c2nc(-c3ccccc3)c(C)s2)c1C	-4	91	-7	0	-2	-1.2	7	0	-2	5
CCN(C(=O)CCc1nnc2ccc(N3CCC4(CC3)OCCO4)nn12)c1ccccc1	-4	100	2	0	7	-1.0	-93	6	6	-4
CN(C(=O)CN1CCN(c2cc(-c3ccc(-c4ccccc4)cc3)ncn2)CC1)c1ccccc1	·	95	-25	-2	7	0.2	3	5	6	8
COCCN(C(=O)COC(=O)c1cc2ccccc2cc1OC)c1c(N)n(Cc2ccccc2)c(=O)[nH]c1=O	-1	99	4	1	-10	-1.2	-9	12	4	22
CC(C)C(=O)N(Cc1ccccc1)c1ccccn1	-13	96	-4	0	3	-1.8	16	-5	-2	3
Oc1ccc(C[C@H]2CNC(=S)N2CC2CCCN2C[C@H](Cc2ccc(O)cc2)N2C[C@H](Cc3ccccc3)N(CCc3ccccc3)C2=S)cc1 (stereo not given in full)	-8	99	4	-6	-5	-3.1	21	4	-9	8
Cc1nn(CC(=O)NC2C(=O)N3C(C(=O)O)=C(CSc4nnnn4C)CSC23)cc1Br (stereo not given)	1	98	5	0	1	-2.9	-22	11	6	11
O=C(NCC1(c2ccccc2)CCOCC1)c1ccc(Br)o1	-10	108	9	0	1	-2.3	-2	-3	2	1
Cc1sc2nc(CN3CCOCC3)nc(N3CCOCC3)c2c1C	-1	101	-2	3	7	-1.9	7	1	-2	14
CCOC(=O)c1c(C2CC2)csc1NC(=O)COC(=O)c1cnc(Cl)c(Cl)c1	-6	99	-3	1	-9	-1.5	-7	0	1	26
CN(C)c1nc(OCCOC(=O)c2ccccc2)nc(N(C)C)n1	-11	95	4	1	2	0.4	6	0	2	8
NC(=O)c1cn(-c2ccccc2)nc1-c1cc2ccccc2oc1=O	-2	96	0	1	-5	1.0	3	-5	3	6
Cc1ccc(OCC(=O)Nc2ccccc2F)cc1	7	94	-9	-11	-6	0.1	-97	-2	-4	9
COc1cc(CN2C[C@@H](CO)O[C@@H](n3cnc4c(N5CCOCC5)ncnc43)C2)cc(OC)c1OC	·	99	3	2	3	-2.5	-12	12	0	2
Fc1cccc(/C=N/Nc2cc(N3CCOCC3)ncn2)c1	-3	98	-7	-6	-1	-0.7	-58	3	-5	0
CCOc1ccc(CCNc2ccc3nnc(-c4ccccc4)n3n2)cc1OCC	1	99	47	11	0	4.7	-30	-1	7	-16
C=CCC[C@@H](CCCCC)OC(=O)/C=C/[C@H](O)[C@@H](O)C[C@H](O)CC=C	·	95	·	·	0	·	21	-4	8	·
CN1CCCC(OC(=O)c2ccc(S(=O)(=O)N(C)C)cc2)C1 (stereo not given)	-3	99	-2	-5	-2	0.4	1	-6	8	3
CC(C)n1c(N2CCN(C(=O)Nc3ccc(Cl)cc3)CC2)nc2ccccc21	-8	86	-4	-3	3	-0.2	-19	-7	-3	2
CCN(C(C)=O)c1nc(CCl)cs1	-6	94	-1	0	-2	-2.1	-1	1	-1	4
COc1ccc(CN(C(=O)CO/N=C/c2ccccc2)c2ccccc2C(=O)O)cc1	0	108	-1	1	-6	-1.6	-20	4	3	-5
c1ccc(CCN2CCN=C2Nc2ccccc2)cc1	-6	97	5	-2	-4	0.9	-17	4	3	16
COc1ccc(CCNc2ccc(S(N)(=O)=O)cn2)cc1	-3	98	-3	0	-4	-0.8	4	7	16*	16
CN1CCN(c2oc(-c3ccc([N+](=O)[O-])cc3)nc2C#N)CC1	-1	99	-7	2	3	2.4	7	11	-1	14
Nc1cnnc(N/N=C\c2ccccc2)c1Cl	-10	100	-10	0	16	2.9	-76	-2	13	-5
CCN(CC)c1nc(SCCOC(=O)Nc2ccccc2)nc(N(CC)CC)n1	-7	95	-9	-5	-7	1.1	-10	-29	0	12
Cc1cccc(Nc2cc(=O)[nH]c(=O)[nH]2)c1C	-4	98	-2	-1	-5	3.6	1	11	3	0
CSc1ccccc1NC(=O)CN(C)C(=O)COc1ncnc2ccccc12	6	98	3	-1	1	2.0	-6	-12	7	-2
O=C(N[C@H]1/C=C\[C@@H](O)CCCC1)OCc1ccccc1	-7	102	-6	-3	-1	0.6	-15	-1	4	3
CCN(CC)C(=O)C1=C(C)N(CCCOC)C(=O)C(CC(=O)NC2CCCCC2)C1 (stereo not given)	-10	99	5	2	-8	1.8	1	-4	6	-1
CC1CCCCC1NC(=O)c1cncc(Br)c1 (stereo not given)	-11	103	1	0	-11	-0.1	6	-1	0	9
CCCCSc1nc(C)cc(SCC(=O)N/N=C/c2ccccc2)n1	3	92	-23	-4	-3	0.8	14	-5	2	5
Cc1ccc(N2CCN(/N=C/c3cccnc3)CC2)cc1	-2	100	-2	0	0	0.7	22	-19	-2	13
Cc1[nH]c2ccccc2c1N=Nc1cc(C(=O)O)cc(C(=O)O)c1	1	100	6	1	6	-3.0	-5	1	-3	-36
O=C(COc1cccc2ccccc12)N1c2ccccc2CCc2ccccc21	6	96	-12	-8	5	-1.9	-3	7	-3	14
COCCn1c(C(C)C)nc2sc3ccccc3c(=O)c2c1=O	11	99	2	-1	1	0.9	·	7	0	8
COc1ccc(-c2csc(NC(=O)CSc3nc(C)nc4sc(C(=O)O)c(C)c34)n2)cc1	-2	95	-10	1	6	1.8	6	-6	-2	4
Cc1ccc(CN2CCC(C)(Oc3ccc(Cl)cc3)C2)cc1 (stereo not given)	·	91	-14	1	-2	2.0	0	1	9	1
O=C(NCCCn1ccnc1)c1nc(Cn2cc([N+](=O)[O-])cn2)no1	-6	96	3	4	12	0.5	-13	4	1	3
COc1ccc(CCNC(=O)c2ccc(-c3ccc([N+](=O)[O-])cc3)o2)cc1OC	2	98	1	-1	4	-2.2	4	5	1	9
Cc1cccc(NC(=O)CSCC(=O)NCc2ccco2)c1	-3	93	-4	0	-14	0.4	-13	1	-5	0
Cc1ccccc1CC(=O)N1CCN(C(=O)C2CCCO2)CC1 (stereo not given)	-5	95	-4	3	1	-1.4	-34	-1	5	7
CCOc1ccccc1C1CC(=O)NC(SCC)=C1C#N (stereo not given)	-6	100	3	-1	-2	0.0	-13	-10	1	3
CCN(CC)c1ccc(C(=O)NNC(=O)CCl)cc1	-1	100	-5	2	-3	-2.1	-3	-2	-13	-5
CC1C(=O)N(Cc2cn(CCC3OCCCO3)nn2)CCS(=O)(=O)N1Cc1ccc(-c2ccccc2)cc1 (stereo not given)	5	96	0	1	-2	-0.9	-15	10	0	-1
O=S(=O)(N/N=C\c1cccn1-c1ccccc1)c1ccc2ccccc2c1	-1	106	-7	0	3	2.6	5	-1	-3	12
O=C(Nc1nc(-c2ccc(Cl)s2)cs1)c1ccco1	3	96	-1	3	9	-2.1	-67	-1	1	10
O=C(c1ccco1)N1CCN(C(=O)N2c3ccccc3Sc3ccccc32)CC1	5	100	0	10	3	1.3	34	3	2	-18
CCCCN(C(=O)CCC(=O)O)C1CC(=O)N(c2ccc(OCCC)cc2)C1=O (stereo not given)	-1	99	-1	0	-7	-0.3	-2	1	-1	11
Cc1ccc(C(=O)Nc2ccccc2Cl)cc1	-1	98	-6	-4	-14	0.7	-17	1	3	-4
CCCc1cc(C(=O)NCc2ccco2)no1	3	98	-3	1	-8	-0.2	-10	-2	-6	7
